Nrf2 block = Nrf2 qHTS screen for inhibitors; 2.1% of 360,000 active; AID 504444, 2011; Potency, µM (titrated, usually from 46 µM), without a hit: at the top dose activity change, negative = inhibition, hits mostly inhibitors; A549 ARE-Fluc reporter, luciferase luminescence, 18-24 h; further: potency means the concentration at half of the fitted maximal effect; on the % scale 0 is the no-effect control and ±100 the full control effect; nearly all actives have a fitted effect of over 60% in size
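Two sequential reads on A549 ARE_Fluc cells exposed to compound for 18-24 h: a CellTiter-Fluor fluorescence read for viability, then a luciferase luminescence read for Nrf2/ARE activity.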
MmCpn inh = Inhibitors of TCP-1 ring complex (TRiC) of Methanococcus maripaludis (MmCpn): qHTS | purified Mm-Cpn ATPase, ADP Transcreener TR-FRET | Potency, µM (series often up to 76.9 µM), without a hit: top-dose activity, negative = inhibition, most hits filed as inhibitors | 0.031% of 330,000 active; further: potency means the concentration at half of the fitted maximal effect; on the % scale 0 is the no-effect control and ±100 the full control effect; nearly all actives have a fitted effect of over 80% in size
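ATP (10 uM final) was added to archaeal chaperonin (25 nM final) after 10 min exposure to test compound at 37°C; after 30 min further incubation, ADP was detected by competitive TR-FRET.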
TGFb inhibitor = qHTS for Inhibitors of TGF-b; HepG2 CAGA-GFP TGF-b/SMAD3 reporter, GFP fluorescence, 18 h; TGF-beta stimulated, 500 pg/mL final; Potency, µM (highest dose often 46.1 µM), for inactives: at the highest dose activity, negative = inhibition, actives largely listed as inhibitors; 1.2% of 410,000 active; AID 588855, 2011; further: potency means the concentration at half of the fitted maximal effect; on the % scale 0 is the no-effect control and ±100 the full control effect; nearly all actives have a fitted effect of over 65% in size
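HEPG2 CAGA-GFP reporter cells (1000/well, DMEM with 1% FBS) received compounds, then recombinant TGF-beta at 500 pg/mL final for 18 hours at 37 degrees C. Per-cell GFP summed per well was normalised to unstimulated and stimulated DMSO controls before curve fitting.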
pAkt inh = HTS Assay for Inhibitors of Akt Phophorylation: Primary Screen | Neuro2A IGF-stimulated pAkt S473 HTRF, 20 min; hits give low values | 0.32% of 360,000 active | activity change, % for hits at 50 µM; in the data active means activity change below about -80%; inconclusive means mostly about -51% to -80%; further: on the % scale 0 is the no-effect control and ±100 the full control effect
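Neuro2A cells in DMEM with 0.5% FBS, overnight at 37 deg C, given compound at single 50 µM final, then IGF (6 nM final) for 20 min at 37 deg C. Lysed; phospho-Akt Ser473 by HTRF after 24 h, 665/615 ratio.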
HepG2 viability = qHTS for Inhibitors of TGF-b: Cytotox Counterscreen; HepG2 CAGA-GFP viability, ATP luminescence, 18 h; Potency, µM (titrated, usually from 46.1 µM), without a hit: top-dose activity change, negative = cytotoxicity, actives largely listed as cytotoxic; 0.76% of 410,000 active; AID 588856, 2011; further: potency means the concentration at half of the fitted maximal effect; some results filed as inactive show a strong effect at the top dose
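CellTiter-Glo luminescence gave cytotoxicity after 18 hours at 37 degrees C. The cells were HepG2 CAGA-GFP in 1% FBS DMEM, stimulated with 500 pg/mL TGF-beta after compound addition. %Activity was normalised to no-cell wells (complete cell-killing) and DMSO (no toxicity), and curves were fitted and classified.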
Nrf2 activator = qHTS of Nrf2 Activators. AREc32 ARE-luciferase reporter (MCF7-derived line), luminescence, 24 h. 0.31% of 410,000 active. Potency, µM (doses to about 46.1 µM), for the others: at the highest dose activation, actives largely listed as activators; further: potency means the concentration at half of the fitted maximal effect; % of control where 0% means no effect; nearly all actives have a fitted effect of over 65% in size
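AREc32_Fluc, 1000 cells/well, OPTI-MEM + 5% FBS, o/n 37 deg C 5% CO2; 23 nL cpd by pin tool, 24 hr; Steady-Glo 30 min RT, luminescence.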
CCT modulator = High-Throughput Screening for Modulators of Cytosolic Chaperonin Activity. purified chaperonin ATPase assay, HTRF ADP detection, 30 min. activity change, % (concentration not given with the values), hits read low. 0.3% of 360,000 active; in the data active means activity change below about -30%; further: on the % scale 0 is the no-effect control and ±100 the full control effect
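We incubate TRiC, 40 or 20 nM final, with library compounds at 76 uM and 10 uM ATP for 30 min at 37 °C. ADP formed is detected with Transcreener HTRF reagents after 30 min at room temperature.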
ATXN viability = Viability Counterscreen for Primary qHTS for Inhibitors of ATXN expression; S2 cells (HEK-293 line with an ATXN2-luciferase reporter) viability, CellTiter-Fluor protease fluorescence, 24 h; Potency, µM (doses to about 56.7 µM), actives largely listed as cytotoxic; 0.49% of 400,000 active; AID 651635, 2014; further: potency means the concentration at half of the fitted maximal effect; nearly all actives have a fitted effect of over 40% in size
A549 tox = Nrf2 qHTS screen for inhibitors: counterscreen for cytotoxicity | Potency, µM (doses to about 46 µM), inactives show top-dose activity change, negative = cytotoxicity, hits mostly inhibitors | 0.16% of 390,000 active | A549 ARE-Fluc cells, CellTiter-Fluor viability, 18-24 h; further: potency means the concentration at half of the fitted maximal effect; on the % scale 0 is the no-effect control and ±100 the full control effect
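A549 ARE_Fluc cells in 5% FBS OPTI-MEM were exposed to compounds in concentration-response for 18-24 h at 37 deg C. Viability was read by CellTiter-Fluor fluorescence (Ex 405/Em 525) after 30 min, before the luciferase read.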
* hit, by the source's call; i = inactive; ? = inconclusive; . = no result given; [ ] = another dose, or the depositor's remark. Unless noted, the call rests on the fitted dose curve; in most records, active means well fitted curve in the direction sought with a large enough effect; inconclusive means small, poorly fitted or top-dose-only effect, or another doubt; inactive means no such curve, though single readings can be large; an effect the other way counts as inactive or inconclusive.

no.	smiles	Nrf2 block	MmCpn inh	TGFb inhibitor	pAkt inh	HepG2 viability	Nrf2 activator	CCT modulator	ATXN viability	A549 tox
1	c1ccc(N2CC[N+]3(CCCC3)CC2)nc1	-25.0%	0.7%	12.8%	i	-42.1%	-0.3%	-5.9	i	-2.5%
2	N#Cc1cnn2ccc(-c3ccc4c(c3)CCC4)nc12	-0.2%	-0.2%	-9.9%	i	-2.6%	3.1%	-2.7	i	5.2%
3	CCCCNc1c(-c2ccc(OC)c(SC(C)CC)c2)nc2ccc(Cl)cn12 (centres undefined)	7.2%	-2.1%	10µM*	i	-6.3%	-2.5%	0.9	?	-11.5%
4	CCOC(=O)c1c(C)c(C(=O)NCc2cccnc2)c(C)n1C	17.1%	3.3%	22.5%	i	-6.2%	-0.5%	0.1	i	0.0%
5	O=C(CC1N=C2c3ccccc3N=C(SCc3cccc(Cl)c3)N2C1=O)NC1CCCCC1 (centres undefined)	.	.	?	.	-29.8%	5.4%	.	.	-6.0%
6	CCc1nc2c(OCc3ccc(F)c(F)c3)cccn2c1N(C)C(=O)c1ccncc1	.	.	5.0%	i	4.9%	0.6%[9.22 µM]	1.0	i	.
7	C=CCn1c(-c2ccccc2)c[nH]c1=S	8.1%	-4.1%	-6.2%	i	-11.6%	10.7%	-3.4	i	-12.6%
8	COc1cccc(CNC(=O)CCn2cccn2)c1	?	.	31.1%	.	1.1%	-0.8%	.	i	4.7%
9	Cc1nc2nc(SCC(=O)NC3CCC(C)CC3)nn2c(C)c1Cc1ccccc1Cl (centres undefined)	.	.	-30.1%	.	-6.0%	0.1%	.	.	0.5%
10	COc1ccc(CCNC(=O)C2CC2)cc1OC	?	0.0%	0.3%	i	-3.0%	-0.4%	0.5	i	0.3%
11	Cc1sc2ncnc(SCC#N)c2c1C	-19.3%	-2.1%	-8.1%	i	3.2%	0.3%	0.9	i	1.9%
12	COc1ccc(Cc2c3cc(OC)c(OC)cc3cc[n+]2C)cc1OC	0.8%	1.2%	-8.9%	i	-21.2%	-0.8%	-2.2	i	-8.5%
13	CCCCn1c(N)c(N(CC(C)C)C(=O)c2ccc(Cl)c(S(=O)(=O)N3CCCC3)c2)c(=O)[nH]c1=O	15.7%	1.2%	17.0%	i	-0.8%	1.5%	-1.9	i	-11.3%
14	COc1ccc(Oc2ccc(-c3ccn[nH]3)cc2)cc1	?	-3.0%	0.0%	i	-1.4%	4.3%	1.4	i	-1.1%
15	Cn1nnnc1SCC(=O)N1CCN(S(=O)(=O)c2ccc(Cl)cc2)CC1	1.4%	3.2%	-6.7%	i	0.3%	0.1%[9.22 µM]	0.5	i	-3.1%
16	O=C(Nc1ccccn1)c1cc(-c2cccc(Cl)c2)nc2ccccc12	?	?	-13.7%	i	-15.9%	2.1%	2.8	i	-8.4%
17	Cc1ccc(S(=O)(=O)NCCC(=O)OCC(=O)N2CCCC2=O)cc1C	15.7%	-0.5%	?	i	-3.9%	-0.5%	1.0	i	-3.9%
18	CC(C)Oc1ccc(CNC(=O)C2CCCN(S(=O)(=O)c3ccc4c(ccn4C)c3)C2)cc1 (centres undefined)	.	.	-0.6%	.	1.2%	2.8%	.	i	-0.2%
19	Cc1ccc(NC(=O)CCCNC(=O)c2ccc(Cl)cc2)c(Br)c1	13.2%	-2.7%	-8.0%	i	-9.0%	0.3%	-3.2	i	-0.3%
20	CCc1ccc(NC(=O)CCn2nc(-c3ccccc3OC)c3c(C)cc(C)nc32)cc1	?	.	?	.	-63.8%	-1.1%	.	i	-13.4%
21	Cc1ccc2nc(-c3cccs3)c(Nc3ccc4c(c3)OCCO4)n2c1	8.3%	.	-4.6%	.	-6.9%	11.6%	.	?	-5.4%
22	Cc1cccc(OCC(O)CN2C(C)(C)CC(O)CC2(C)C)c1C (centres undefined)	9.3%	-0.6%	-9.7%	i	5.2%	0.2%	-2.9	i	3.1%
23	CCCOc1ccc(F)cc1-c1cc(C(=O)Nc2ccc(OC)cc2C)[nH]n1	.	.	-0.2%	i	-15.6%	0.0%	-0.1	i	.
24	CCN(CC)S(=O)(=O)c1ccc(N(C)CCc2ccc(OC)c(OC)c2)nc1	-2.7%	-0.4%	-12.8%	i	-6.2%	2.2%	0.1	i	3.6%
25	CCc1ccc(OCC(=O)Nc2ccncc2)cc1	-25.2%	-5.2%	-11.7%	i	-7.1%	-0.4%	0.4	?	-15.4%
26	CCCCn1c(S(=O)(=O)O)nc2ccccc21	20.3%	-0.3%	4.5%	i	2.8%	-0.3%	-2.3	i	-2.0%
27	CC1CCC(N2CCN(c3ncccn3)CC2)C1 (centres undefined)	-1.8%	-0.1%	-6.6%	i	1.6%	-0.4%	-1.9	i	-2.4%
28	O=C(C[n+]1ccc2ccccc2c1)c1cccc2ccccc12	17.3%	-1.9%	?	i	-40.3%	3.0%	-3.9	i	-10.7%
29	C[C@H]1CN(S(=O)C(C)(C)C)[C@@H](CCO)/C1=C\c1ccccc1 (some centres undefined)	1.1%	.	-1.2%	i	1.8%	0.7%	-1.5	i	-2.8%
30	COC(CNc1ncnc2sc(-c3ccccc3)cc12)OC	-16.5%	-5.6%	-8.9%	i	-22.3%	3.0%	-1.1	i	-2.3%
31	COc1ccccc1N1CCN(C2CCN(S(=O)(=O)c3ccc(C)cc3)CC2)CC1	4.6%	1.2%	-12.2%	i	-113.2%	-0.6%	0.2	i	8.6%
32	COC(=O)c1sccc1NC(=O)c1cccc(Cl)c1	4.6%	.	-17.5%	i	4.1%	8.91µM*	-0.9	i	3.5%
33	COc1ccccc1C(=O)NCC[N+](C)(C)C	.	.	.	i	.	-0.3%	0.6	i	.
34	COc1ccc(CC2(CO)CCN(C(C)Cc3ccc(Cl)cc3)CC2)cc1 (centres undefined)	?	1.1%	?	i	-49.8%	0.8%	-3.4	i	-7.1%
35	Cc1ccccc1Nc1nnc(SCC(=O)Nc2ccccc2[N+](=O)[O-])s1	1.0%	0.8%	?	i	-7.0%	3.7%	-17.9	i	-5.1%
36	O=C(NCC1CCCO1)c1cc(C(=O)C2CCCCC2)c[nH]1 (centres undefined)	6.9%	-0.5%	2.0%	i	-13.6%	-0.6%	-0.3	i	-7.8%
37	Cc1c(C)c2c(OCC(=O)NCCCO)cc3c(c2oc1=O)CCC(C)(C)O3	-11.6%	-6.2%	0.0%	i	-7.6%	0.6%	-1.0	i	-5.5%
38	C/C(=N\NC(=O)c1nnn(-c2nonc2N)c1COc1ccc(F)cc1)c1ccc(Cl)cc1	0.5%	-1.1%	21.5%	i	2.6%	0.0%	-1.8	i	-0.2%
39	COc1ccc(NC(=O)CSc2nnc(C3CCCCC3)n2-c2ccccc2)cc1	?	2.4%	7.5%	i	-2.4%	0.5%	-0.7	i	-21.0%
40	O=C(Nc1ccc(C(=O)N2CCOCC2)cc1)c1ccccc1Cl	.	.	5.1%	i	-20.5%	-0.7%	0.6	i	.
41	Fc1cccc(NCc2cn3ccccc3n2)c1	?	0.4%	-6.1%	i	-21.3%	-1.0%	0.0	i	-3.3%
42	COC(=O)c1ccccc1NC(=S)NC(C)=O	-3.4%	1.0%	?	i	0.4%	-0.1%	-2.2	?	-2.8%
43	COc1cc(/C=C(\C#N)C(=O)Nc2ccccn2)ccc1O	39.4%	-4.2%	0.0%	i	-6.6%	5.1%	-1.0	?	-2.2%
44	O=C(O)c1ccc(-c2nc(-c3ccccc3)c(-c3ccccc3)[nH]2)cc1	-10.6%	-11.4%	-0.6%	i	5.4%	2.8%	-0.1	i	0.6%
45	Cc1nc(N/N=C/c2ccccn2)sc1C	?	-2.1%	?	i	-32.4%	-2.5%	1.6	?	?
46	Cc1cccc(/C=C2\Sc3ccc(C(=O)NCC4CCCO4)cc3N(C)C2=O)c1 (centres undefined)	?	4.9%	-4.2%	i	-38.7%	6.5%	-0.8	i	4.7%
47	C[C@H](CO)N1C[C@H](C)[C@@H](CN(C)C(=O)Nc2ccc3c(c2)OCO3)Oc2ccc(NC(=O)Cn3cnnn3)cc2C1=O	7.1%	0.4%	5.5%	i	-15.5%	0.3%	-0.4	i	2.4%
48	Cc1ccccc1NC(=O)C1CCCN(c2ncnc3onc(-c4ccc(F)cc4)c23)C1 (centres undefined)	10.4%	-0.1%	-3.3%	i	0.0%	-1.2%	0.6	i	-1.3%
49	O=S(=O)(c1ccc(Oc2ccc(S(=O)(=O)N(CCO)CCO)cc2)cc1)N(CCO)CCO	5.9%	-2.8%	-6.0%	i	-17.8%	-0.6%	-1.4	i	-0.1%
50	COc1ccc(CC(=O)NC(C)(C)CC(C)=O)cc1OC	9.6%	1.4%	8.2%	i	-81.1%	-0.3%	-2.4	i	-10.0%
51	COc1ccc(CC2(CO)CCN(Cc3cnc(-c4ccccc4C)nc3)CC2)cc1	-20.4%	-0.2%	?	i	-22.6%	5.7%	-0.3	i	-1.8%
52	CCN(Cc1ccncc1)C(=O)c1cc(Br)cc(Br)c1O	0.6%	-0.1%	-2.3%	i	-9.6%	-0.2%	-1.2	i	0.3%
53	Cc1ccc(S(=O)(=O)c2nnn3c2nc(N2CCCC2)c2sccc23)cc1C	9.5%	.	11.9%	.	-0.3%	-0.3%	.	.	6.4%

From PubChem BioAssay
